Screens as filed in PubChem BioAssay.
M4 ag = agonists of human muscarinic M4 receptor (CHRM4); AID 624127; activation, % at 3 µM; 0.14% of 360,000 active; CHO-K1 hM4/Gqi5, Fluo-8 calcium fluorescence; vehicle 0%, full acetylcholine response 100%;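 active = activation above the run mean over all test wells plus 3 SD, cut at about 32% in these data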;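 note: peak over basal fluorescence ratio per well then scaled between controls; 0% = DMSO wells and 100% = acetylcholine at EC100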
Target sequence (P08173 whole entry, looked up): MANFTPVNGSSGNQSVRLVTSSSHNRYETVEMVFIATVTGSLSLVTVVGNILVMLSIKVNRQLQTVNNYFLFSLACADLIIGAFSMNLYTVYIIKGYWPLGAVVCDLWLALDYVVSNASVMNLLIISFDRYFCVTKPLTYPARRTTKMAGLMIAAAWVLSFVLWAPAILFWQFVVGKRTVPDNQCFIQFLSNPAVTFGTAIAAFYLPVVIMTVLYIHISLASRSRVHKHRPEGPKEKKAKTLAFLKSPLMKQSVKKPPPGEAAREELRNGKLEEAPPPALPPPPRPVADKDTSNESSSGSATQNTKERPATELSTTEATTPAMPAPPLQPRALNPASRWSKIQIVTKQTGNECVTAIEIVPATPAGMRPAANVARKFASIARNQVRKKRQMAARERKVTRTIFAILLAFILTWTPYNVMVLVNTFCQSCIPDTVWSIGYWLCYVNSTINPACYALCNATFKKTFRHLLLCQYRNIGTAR
CHO-K1 Ca antag = nonselective inhibitor or artifact in parental CHO-K1 cells; ATP-induced calcium, Fluo-8 fluorescence; AID 602250; 0.6% of 360,000 active; inhibition, % at 3 µM;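 active = inhibition above a per-plate cutoff, the plate's mean sample inhibition plus 3 SD, cut at about 24% in these data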;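 note: 0% = DMSO plus EC80 ATP and 100% = DMSO alone without ATP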
CHO-K1 Ca ag = M1 agonist counterscreen hit in parental CHO-K1 cells; Fluo-8 calcium fluorescence; scaled to maximal ATP response, vehicle zero; activation, % at 3 µM; 0.48% of 360,000 active; in the data active = activation above about 15%;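 note: untransfected CHO-K1 host cells lacking M1 receptor as counterscreen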
M1 PAM parental = M1 PAM counterscreen hit in parental CHO-K1 cells | ATP EC20, Fluo-8 calcium fluorescence; 0% at ATP EC20, 100% at ATP max | 0.02% of 360,000 active | AID 602247 | activation, % at 3 µM;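 active = activation above the run cutoff, the mean activation of all test compounds plus 3 SD, cut at about 40% in these data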;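 note: peak over basal fluorescence ratio in a 140 s read after ATP addition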
M5 ag = agonists of human muscarinic M5 receptor (CHRM5); CHO-K1 hM5 cells, Fluo-8 calcium fluorescence; 0% DMSO wells, 100% maximal acetylcholine response; P08912; 0.19% of 360,000 active; AID 624037; activation, % at 3 µM;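 active = activation above the run's mean over test compounds plus 3 SD, cut at about 23% in these data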;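 note: signal is peak over basal fluorescence ratio across the kinetic read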
Target sequence (P08912 whole entry, looked up): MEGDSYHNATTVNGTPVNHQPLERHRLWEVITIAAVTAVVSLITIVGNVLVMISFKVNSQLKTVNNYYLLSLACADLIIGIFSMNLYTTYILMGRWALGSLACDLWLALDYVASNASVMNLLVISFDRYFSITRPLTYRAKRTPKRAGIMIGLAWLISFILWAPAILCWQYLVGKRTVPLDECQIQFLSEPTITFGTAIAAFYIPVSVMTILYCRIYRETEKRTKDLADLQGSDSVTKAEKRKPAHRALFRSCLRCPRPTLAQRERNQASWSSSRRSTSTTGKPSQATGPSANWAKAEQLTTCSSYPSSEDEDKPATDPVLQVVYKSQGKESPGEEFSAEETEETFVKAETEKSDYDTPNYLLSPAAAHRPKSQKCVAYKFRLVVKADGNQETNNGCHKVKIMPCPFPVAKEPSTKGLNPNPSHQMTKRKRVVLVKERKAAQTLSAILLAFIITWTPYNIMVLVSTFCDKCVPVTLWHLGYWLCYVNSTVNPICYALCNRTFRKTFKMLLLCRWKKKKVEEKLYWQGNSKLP
M4 PAM = potentiates acetylcholine response at human M4 receptor. 0.4% of 360,000 active. CHO-K1 hM4/Gqi5, Fluo-8 calcium fluorescence, ACh EC20; 0% = ACh EC20, 100% = maximal ACh. AID 624126. activation, % at 3 µM. P08173;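 active = activation above its plate's cutoff, the mean activation of sample wells plus 3 SD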; note: some results filed as inactive read as strong as hits
CHRM4 antagonist = blocks acetylcholine activation of human M4 receptor. CHO-hM4 cells, ACh EC80, Fluo-8 calcium fluorescence. inhibition, % at 3 µM. 0.73% of 360,000 active;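 active = inhibition above its plate's cutoff, the mean inhibition of sample wells plus 3 SD, cut at about 27% in these data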;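 note: 0% = acetylcholine EC80 with DMSO and 100% = DMSO without agonist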
CHRM5 PAM = potentiates acetylcholine response at human M5 receptor | P08912 | CHO-K1 hM5, Fluo-8 calcium, ACh EC20 PAM; 0% = ACh EC20, 100% = ACh EC100 | activation, % at 3 µM | 0.3% of 360,000 active | AID 624038;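 active = activation above the run cutoff, the mean activation of all test compounds plus 3 SD, cut at about 18% in these data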
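Assay system – human M5 receptor in CHO-K1 cells · Read-out – % activation, ACh-normalized · Technique – Fluo-8 calcium fluorescence · Dosing – single-point, 3 µM nominal · Incubation – Fluo-8 loading 80 min at 37 °C plus 30 min room temperature · Repeats – singlicate, one well per test compound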
M5 antag = CHRM5 antagonism in calcium assay | AID 624040 | 0.59% of 360,000 active | CHO-hM5 cells, Fluo-8 calcium fluorescence, ACh EC80 | P08912 | inhibition, % at 3 µM;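 active = inhibition above a per-plate cutoff, the mean of that plate's test compounds plus 3 SD, cut at about 27% in these data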;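 note: 0% = acetylcholine EC80 with DMSO and 100% = DMSO without agonist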
Numbers without * were called inactive. Not a hit list. Share with any hit: about 2.7%.

Compound	M5 ag	CHRM4 antagonist	M4 PAM	CHRM5 PAM	M5 antag	M1 PAM parental	CHO-K1 Ca antag	M4 ag	CHO-K1 Ca ag
CCOC(=O)C1(Cc2ccccc2)CCN(Cc2csc(C(C)=O)c2)CC1	-4.6	-1.2	-11.7	-3.9	-3.3	9.3	-3.7	4.1	1.8
Cc1ccnc(NC(=O)CCC(=O)N(CC(=O)NCc2ccc(F)cc2)Cc2ccco2)c1	-1.4	-11.6	1.2	-2.0	0.7	16.5	-16.7	3.7	2.6
Nc1ccc(N2CCCCC2)cc1N1CCCCC1	-3.6	1.7	-4.9	-2.3	-12.3	20.2	-8.9	1.2	0.8
C/C(=N\NC(=O)CNC(=O)c1ccncc1)c1ccc(C)cc1	2.2	11.7	3.3	6.4	-5.1	5.4	2.7	0.8	-0.5
Cc1ccc2c(CC(=O)NCc3ccc4c(c3)OCO4)coc2c1	-9.5	3.4	0.3	1.4	4.9	1.6	8.1	0.1	-0.4
C=CC[C@@H](CC(=O)N(CCO)Cc1ccccc1)C(=O)N[C@@H](C)COC(=O)[C@@H](CC=C)CC(=O)OC(C)(C)C	-0.2	-17.0	5.2	3.6	3.0	19.7	-16.8	1.9	0.5
Cc1ccccc1NC(=S)N1CCN(c2ccccc2Cl)CC1	-3.6	-5.6	1.3	-0.4	4.9	1.2	-8.3	1.3	0.1
Clc1ccc(Nc2ccc(NCc3ccccc3)nn2)cc1	4.1	13.5	-31.2	-18.0	-0.1	9.6	-1.1	49.5*	8.4
CC(=O)c1cc(NC(=O)c2ccc(Cl)cc2)c(=O)oc1/C=C/N(C)C	0.6	1.4	-1.4	-5.4	9.1	9.0	0.4	0.6	1.7
CCOc1ccc(N2CC(C(=O)NCc3ccco3)CC2=O)cc1 (centres undefined)	-2.6	-7.2	12.7	-1.1	2.5	-4.7	-8.6	1.1	0.3
COc1ccccc1CN(Cc1nc2ccccc2c(=O)[nH]1)C(=O)Nc1ccc(C)cc1	1.4	-1.2	5.8	2.6	-2.1	18.0	-12.4	1.5	0.3
Cc1cc(Br)cn2cc(C(=O)O)nc12	1.7	-8.2	12.3	8.2	-24.4	26.4	-11.2	1.0	1.2
CN(C(=O)c1cc2n(n1)C(C(F)(F)F)CC(c1ccco1)N2)c1ccc(OC(F)(F)F)cc1 (centres undefined)	-0.3	8.5	-0.7	0.4	5.1	11.4	-4.0	3.5	0.6
CCC(=O)N1c2ccc(S(=O)(=O)N(CCO)Cc3ccccc3)cc2CC1C (centres undefined)	3.4	-0.6	-7.5	-0.2	-2.9	15.5	-6.0	7.1	4.0
CC1O[C@@H](O[C@H](C)CC[C@@H](C)O[C@H]2OC(C)[C@@H](O)C[C@H]2O)C(O)C[C@H]1O (some centres undefined)	2.3	7.3	2.0	-1.1	8.0	23.1	-20.5	-0.1	1.9
CC(C)CC(CO)N1CCN(C(=O)c2cccc(C(F)(F)F)c2)CCC1=O (centres undefined)	0.0	-5.0	5.0	3.6	3.5	-0.9	-9.5	1.5	0.6
Cc1cc(Nc2ccccc2C(=O)O)n2ncnc2n1	2.0	2.2	-2.0	-4.1	6.2	0.3	-1.1	-1.1	-0.1
Cc1c(NC(=O)Cc2ccccc2)cccc1C(=O)NN1C(=O)c2ccccc2C1=O	-0.1	-2.4	10.6	1.6	-2.0	26.2	-15.8	7.8	3.0
CCOc1ccccc1OCC(=O)Nc1cc(S(=O)(=O)N2CCCCC2)ccc1N1CCN(CC)CC1	-3.8	-1.5	-3.5	-6.6	8.1	-10.2	-2.8	6.8	1.7
CCCCNC(=O)CSc1nc2ccccc2n1S(=O)(=O)c1ccc(Cl)cc1	2.2	2.3	-10.7	-6.9	10.6	14.1	0.5	6.8	2.2

Random excerpt: 2 records from the list, in no set order.
Compound	M5 ag	CHRM4 antagonist	M4 PAM	CHRM5 PAM	M5 antag	M1 PAM parental	CHO-K1 Ca antag	M4 ag	CHO-K1 Ca ag
COc1ccccc1CN(Cc1nc2ccccc2c(=O)[nH]1)C(=O)Nc1ccc(C)cc1	1.4	-1.2	5.8	2.6	-2.1	18.0	-12.4	1.5	0.3
CCCCNC(=O)CSc1nc2ccccc2n1S(=O)(=O)c1ccc(Cl)cc1	2.2	2.3	-10.7	-6.9	10.6	14.1	0.5	6.8	2.2

Continuation:
Compound	M5 ag	CHRM4 antagonist	M4 PAM	CHRM5 PAM	M5 antag	M1 PAM parental	CHO-K1 Ca antag	M4 ag	CHO-K1 Ca ag
CN(C)c1ccc(S(=O)(=O)NCC(=O)OCC(=O)c2ccc[nH]2)cc1[N+](=O)[O-]	-7.9	-1.9	-2.0	4.5	9.0	-0.2	-12.2	1.0	1.0
C/C(=N\NS(=O)(=O)c1ccccc1)c1cc(Cl)cc(Cl)c1O	1.8	2.3	5.8	5.0	7.0	2.5	-7.4	2.0	0.5
COc1ccc(N2CCN(C(=O)c3ccc(CNS(=O)(=O)c4ccc(C)cc4)cc3)CC2)cc1	-0.9	0.8	-4.9	-4.3	9.5	0.2	9.1	5.5	11.8
COc1ccccc1Cc1c(-c2ccco2)nc2cc(C)c(Br)c(C)n12	2.8	-6.7	6.0	0.6	-2.5	11.8	-13.0	0.3	0.6
Cn1c(N)c(C(=O)COC(=O)c2ccccc2C(=O)c2ccc(Cl)c([N+](=O)[O-])c2)c(=O)n(C)c1=O	3.9	-20.7	18.8	3.4	-0.6	26.1	-13.9	2.1	0.2
CC(C(=O)Nc1ccc(C(=O)O)c(O)c1)N1C(=O)/C(=C\c2ccco2)SC1=S (centres undefined)	0.1	0.9	2.0	-0.1	4.4	18.6	-6.8	1.2	0.8
Cc1ccc(NC(=O)CC2Oc3ccc(C)cc3NC2=O)cc1 (centres undefined)	0.6	-5.8	3.2	-0.9	1.0	0.2	9.0	0.2	0.3
Cc1cnnc2c1-c1no[n+]([O-])c1CC2	0.5	9.2	11.0	-3.0	9.2	1.2	-5.9	1.3	0.5
O=[N+]([O-])c1ccccc1S(=O)(=O)Nc1ncccn1	-3.5	-5.5	-4.9	0.1	4.4	6.6	-12.5	0.9	0.4
COc1ccc(N=Cc2c(O)n(-c3cccc(C)n3)c(=O)c3ccccc23)cc1	0.5	3.7	6.8	-1.1	3.1	-4.8	3.8	4.0	0.9
NC(=O)Nc1ccc(C(=O)OCC(=O)N2CCCC2=O)cc1	4.0	3.7	1.9	-1.0	0.2	-19.2	4.0	0.0	0.2
C/C(N)=C(/C#N)C(=O)CSc1nc2cc(Cl)ccc2s1	7.4	9.6	-3.7	-9.9	2.3	-0.9	3.8	20.6	9.4
CC[C@]12c3[nH]c4ccc(OC)cc4c3CCN1C(=O)C(CC(=O)NCC13CC4CC(CC(C4)C1)C3)C[C@@H]2C(=O)N1CCN(C(=O)C2CC2)CC1 (some centres undefined)	-0.5	-0.7	-4.3	-4.1	3.8	16.6	-12.8	-1.5	-0.1
COc1ccc(C)cc1NC(=O)CN(Cc1nnc(-c2ccc(Cl)cc2)o1)C1CCCC1	-12.5	4.4	-10.9	-29.7	5.2	19.5	-3.3	1.1	2.4
Cc1cccc(Nc2nc3c(c(=O)n(C)c(=O)n3C)n2Cc2ccccc2)c1	-1.6	7.0	14.2	1.9	1.3	17.2	-5.0	-0.3	0.1
Cc1n[nH]c(=O)c2c(NC(=O)CSc3nc4ccccc4c(=O)n3CCCO)oc(C)c12	-0.2	11.9	-6.1	4.6	-3.3	-10.6	2.8	0.4	0.4
O=C(CCc1ccccc1)NNC(=O)c1ccncc1	6.8	3.8	1.1	-6.4	0.1	4.0	-2.6	1.7	0.3
CC(=O)c1ccc(NC(=O)c2noc3c2CCCCC3)cc1	-9.2	-3.5	-6.7	-1.3	-9.4	-8.8	5.2	3.3	1.2
CC1CCCN(C(=O)C2CCCN(S(=O)(=O)c3cccc4nsnc34)C2)C1 (centres undefined)	3.3	-6.7	3.1	-4.2	-0.1	4.3	-14.8	4.8	2.4
Cc1cnc(C(=O)OCC(=O)N2CCN(S(=O)(=O)c3ccc(Cl)cc3)CC2)cn1	-0.7	1.5	1.8	1.3	3.5	9.6	-2.0	-0.5	0.2
O=C(CCl)N1c2ccccc2SCC1c1ccccc1 (centres undefined)	-6.3	-1.8	11.2	6.8	-0.9	11.5	-13.3	1.0	4.2
Cn1ccc2cc(NC(=O)Nc3cccnc3)ccc21	0.3	-13.6	3.2	0.5	-0.4	11.8	-1.1	0.6	0.1
Cc1cc(=O)n2nc(-c3ccccc3)sc2n1	-0.9	6.5	-2.8	-1.9	0.1	0.2	-1.5	0.4	-0.2
O=C(Nc1ccc(-c2csc(Nc3cccc(C(F)(F)F)c3)n2)cc1)c1cc([N+](=O)[O-])cc(C(F)(F)F)c1	1.2	4.1	-2.4	-0.2	11.4	8.3	-8.9	-0.5	1.0
FC(F)(F)c1ccnc(N2CCN(Cc3cnc(-c4ccccc4)[nH]3)CC2)c1	7.0	-8.5	-27.9	4.7	-6.5	-10.2	8.0	7.4	3.2
CCCCN1C(=O)C(=O)N(CC(=O)Nc2cc(OCC)c(N3CCOCC3)cc2OCC)C1=O	3.3	0.8	9.1	8.0	9.8	-11.0	-10.1	1.3	1.4
Cc1ccc(C(=O)N/N=C/c2cc(C)n(-c3ccc(Br)cc3)c2C)cc1[N+](=O)[O-]	-2.7	-3.0	13.9	-4.5	-5.7	11.8	10.7	-0.4	-0.3
COc1ccc(C)cc1NC(=O)c1cnc2n(c1=O)CCS2	0.8	0.5	20.7	8.4	3.1	18.9	-1.7	1.1	-0.1
O=C(COC(=O)c1ccc(F)c(S(=O)(=O)N2CCOCC2)c1)NCCc1ccccc1	1.5	-27.5	20.6*	-2.0	0.4	1.9	-16.8	1.8	1.1
COC(=O)COc1cccc(NC(=O)c2ccccc2)c1	3.5	2.5	-6.5	-6.2	7.9	-14.2	-11.2	1.5	0.8
O=S(=O)(Nc1cccc(CO)c1)c1cccs1	-1.4	-3.4	-1.5	4.4	0.2	14.5	-7.6	0.8	9.0
CNC(=O)NC(=O)CSc1cccc(C(F)(F)F)c1	2.1	-5.3	8.4	2.6	-4.2	7.4	-16.9	0.9	0.5
CCNc1nc(C#N)nc2c1ncn2-c1cc(F)cc(F)c1	3.0	-6.7	1.9	-2.8	4.9	-3.9	-9.1	1.9	-0.3
COc1ccc(N2C[C@H](CSC)[C@@H](CC(=O)Nc3ccc(Br)cc3)C2=O)cc1	-0.8	-21.9	7.9	2.7	-4.6	34.2	-16.8	11.5	0.8
Cc1c(NC(=O)C(C)OC(=O)COc2ccc(C#N)cc2)c(=O)n(-c2ccccc2)n1C (centres undefined)	0.7	1.5	3.4	7.8	3.0	13.3	-10.7	1.0	1.3
CCn1c(SCc2nc3scc(-c4ccccc4)c3c(=O)[nH]2)nnc1-c1ccc(Cl)cc1	0.4	-10.4	21.9	-3.6	7.8	-9.8	9.1	0.8	-0.6
CCc1nc2c(OCc3ccc(F)c(F)c3)cccn2c1N(C)C(=O)c1cccs1	-1.5	7.4	-2.0	-5.8	0.9	-4.0	-4.9	-0.5	-0.2
COc1ccccc1-c1nnc(NC(=O)c2ccc(S(=O)(=O)N(C)CC3CCCO3)cc2)o1 (centres undefined)	-5.5	-0.7	14.6	5.2	-10.8	6.2	6.0	0.3	0.1
